FBPA Giardia inh – Giardia lamblia aldolase inhibition | purified Giardia FBPA | Potency, µM (series often up to 59.6 µM), without a hit: at the top dose activity, negative = inhibition, actives largely listed as inhibitors | hit rate 0.71% among 290,000 | AID 2451; further: potency means the concentration at half of the fitted maximal effect; on the % scale 0 is the no-effect control and ±100 the full control effect; nearly all actives have a fitted effect of over 55% in size
Target sequence (A8B2U2 whole entry, looked up): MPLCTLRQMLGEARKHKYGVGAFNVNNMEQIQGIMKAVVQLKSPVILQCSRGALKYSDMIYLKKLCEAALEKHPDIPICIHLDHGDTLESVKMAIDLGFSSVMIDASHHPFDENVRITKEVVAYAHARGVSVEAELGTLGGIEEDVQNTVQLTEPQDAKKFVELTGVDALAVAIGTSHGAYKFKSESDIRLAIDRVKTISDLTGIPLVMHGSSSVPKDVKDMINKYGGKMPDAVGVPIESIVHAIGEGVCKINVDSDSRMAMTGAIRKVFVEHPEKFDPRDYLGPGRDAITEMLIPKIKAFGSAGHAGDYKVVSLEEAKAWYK
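Giardia FBPA (40 nM reagent) was preincubated 10 min at RT with compound (up to 57.5 uM final), then substrate plus GAPDH/TPI/NAD/arsenate coupling system with diaphorase/resazurin was added; resorufin fluorescence (525/598 nm) was read after 20 min.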
Pf growth 48h – P. falciparum growth inhibition at 48 hours (one generation); hit rate 5.9% among 310,000; AID 504832; Potency, µM (series often up to 28.7 µM), for inactives: at the highest dose activity change, negative = inhibition, actives largely listed as inhibitors; P. falciparum luciferase growth in erythrocytes, 48 h; further: potency means the concentration at half of the fitted maximal effect; on the % scale 0 is the no-effect control and ±100 the full control effect
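Compounds are pin-transferred into medium, infected erythrocytes (2% hematocrit, 0.1% parasitemia final) are added, and plates sit one parasite generation at 37 C in 5% CO2. Detection reagent is then added and luminescence measured.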
CHX counter – counter-screen for Shiga toxin inhibitors: cycloheximide protein synthesis inhibition | AID 2314 | max response, % | cell reporter, cycloheximide protein synthesis inhibition counterscreen | hit rate 12% among 300,000; in the data active means max response mostly above about 13%, no sharp cut-off; inactive means mostly below about 14%; further: read at 38.3 µM for the half of the compounds with a filed dose; 0% is about no effect
Sm TGR block – S. mansoni TGR enzyme inhibition; Q962Y6; purified TGR, DTNB reduction, TNB absorbance 405 nm; Potency, µM (doses to about 114 µM), inactives show at the highest dose activity change, negative = inhibition, hits mostly inhibitors; hit rate 3% among 360,000; further: potency means the concentration at half of the fitted maximal effect; on the % scale 0 is the no-effect control and ±100 the full control effect; nearly all actives have a fitted effect of over 60% in size
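First, TGR (20 nM dispensed) and NADPH were mixed with compound. Second, a 15 min room-temperature incubation followed. Third, further NADPH and then DTNB were added to start the reaction. Finally, TNB absorbance was monitored kinetically.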
Shiga toxin inh – inhibitors of Shiga toxin in Vero cells; hit rate 9.2% among 290,000; Vero cells, Shiga toxin protein synthesis inhibition reporter; inhibition, % at 38.7 µM; in the data active means inhibition mostly above about 28%, no sharp cut-off; inactive means mostly below about 43%; further: 0% is about no effect
Pf growth 96h – P. falciparum growth inhibition at 96 hour, primary screen for plastid delayed-death inhibitors | AID 504834 | P. falciparum luciferase reporter growth, 96 h | hit rate 6.9% among 320,000 | Potency, µM (doses to about 28.7 µM), without a hit: at the highest dose activity change, negative = inhibition, most hits filed as inhibitors; further: potency means the concentration at half of the fitted maximal effect; on the % scale 0 is the no-effect control and ±100 the full control effect
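P. falciparum expressing integrated firefly luciferase grown in erythrocytes (2% hematocrit, 0.05% parasitemia final) with compounds for 96 hours at 37 C, 5% CO2. Growth inhibition read as loss of luminescence after adding luciferase detection reagent.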
Starred values were filed as active, the others as inactive; u = inconclusive; x = no result given; & = joins results of further samples; [ ] = remark or other dose. Unless noted, the call rests on the fitted dose curve; in most records, active means well fitted curve in the direction sought with a large enough effect; inconclusive means small, poorly fitted or top-dose-only effect, or another doubt; inactive means no such curve, though single readings can be large; an effect the other way counts as inactive or inconclusive.

1. O=C(/C=C/c1ccc(OCc2c(F)cccc2Cl)cc1)N1CCOCC1
2. Cc1cc2cc(CNC(=O)c3ccc(C)c([N+](=O)[O-])c3)ccc2[nH]1
3. c1ccc2c(c1)c1ccccc1n1c(-c3ccc4c(c3)OCO4)nnc21
4. CCOC(=O)C1CCN(Cc2ccc(Cl)nc2)CC1
5. O=C(NC1CCCCC1)c1cc2cc(Br)ccc2o1
6. CC1([N+](=O)[O-])COC2(OC1)C(=O)Nc1ccccc12 (stereo not drawn)
7. CN(C)CCCNC(=O)c1ccc(Oc2ccccc2)cc1
8. CCC(C)N(NC(C)=O)c1nc(Cl)nc(NC(C)(C)C)n1 (stereo not drawn)

screen / no. | 1 | 2 | 3 | 4 | 5 | 6 | 7 | 8
FBPA Giardia inh | 14% | -4% | 2% | 7% | -7% | 0% | -10% | 4%
Pf growth 48h | -28% | 13% | 7% | 32% | 58%[activator] | 1% | 17% | x
CHX counter | 27* | 8 | -1 | -2 | 58* | -3 | -2 | 0
Sm TGR block | -7% | -23% | -26% | 0% | u | 3% | 0% | 10%
Shiga toxin inh | 55 | -42 | -35 | 4 | 76* | -13 | -10 | 20
Pf growth 96h | 10µM* | -1% | 7% | -3% | -25% | 10% | 3% | 6%

9. O=C(C[n+]1ccc(/C=N/O)cc1)NCc1ccccc1
10. O=C(NCC1CCCO1)C1CCN(C2CCN(C(=O)Cc3ccsc3)CC2)CC1 (stereo not drawn)
11. Cc1c(C(=O)NCc2ccco2)oc2ccc(Br)cc12
12. O=C(COC(=O)CCN1C(=O)c2cccc([N+](=O)[O-])c2C1=O)NC1CCS(=O)(=O)C1 (stereo not drawn)
13. CN(C)c1ccc(/C=N/NC(=S)NCc2ccco2)cc1
14. O=C(Cc1ccccc1)NNc1c2ccccc2nc2ccccc12
15. O=C(CCC1CCCN(Cc2ccc3c(c2)CCO3)C1)NCc1ccc(F)c(F)c1 (stereo not drawn)
16. COC(=O)COc1cccc2c(=O)n(CC(=O)NCCc3ccc(OC)c(OC)c3)ccc12

screen / no. | 9 | 10 | 11 | 12 | 13 | 14 | 15 | 16
FBPA Giardia inh | -2% | -5% | x | 1% | 15% | 2% | 1% | -3%
Pf growth 48h | -16% | 1% | 3% | 11% | 23% | -12% | u | 17%
CHX counter | -1 | 1 | x | -2 | 16 | -3 | -4 | -3
Sm TGR block | 6% | -17% | -21% | 0% | -13% | -3% | -5% | -9%
Shiga toxin inh | -6 | -6 | x | 15 | 23* | -5 | 11 | 20
Pf growth 96h | -21% | 17% | 43%[activator] | 5% | 56%[activator] | 81%[activator] | -12% | u

17. Cc1ccc(SCC(=O)N2CCOCC2)cc1
18. NC(=O)COC(=O)c1oc2ccccc2c1CSc1ccc(Cl)cc1
19. O=C(CCC(=O)NNC(=O)c1ccc(Cl)cc1Cl)NCc1ccccc1
20. COc1ccccc1NC1=C(Cl)C(=O)N(c2ccccc2)C1=O
21. CCOC(=O)N1CCN(C(c2ccc(F)cc2)c2sc3nc(C)nn3c2O)CC1 (stereo not drawn)
22. CCN(CC(=O)Nc1c(F)cccc1F)C(=O)/C=C/c1ccc(C)o1
23. Cc1cccc(/C=N/Nc2cc(N3CCOCC3)nc(N3CCOCC3)n2)c1
24. COc1ccc(CNC(=O)C(=O)NCc2ccncc2)cc1

screen / no. | 17 | 18 | 19 | 20 | 21 | 22 | 23 | 24
FBPA Giardia inh | 1% | -8% | x | -5% | -1% | x | -21% | -1%
Pf growth 48h | 59%[activator] | -2% | -3% | 21% | -10% | 0% | u | 7%
CHX counter | 23* | 0 | x | 19 | -2 | x | -3 | 10
Sm TGR block | -24% | 5% | 7% | -6% | 8% | 0% | -3% | x
Shiga toxin inh | 35* | -9 | x | 1 | -8 | x | 2 | -5
Pf growth 96h | x | 18% | u | -17% | -19% | -3% | u | 20%

Rewritten with values under each structure: part of the list above.
Value order – FBPA Giardia inh, Pf growth 48h, CHX counter, Sm TGR block, Shiga toxin inh, Pf growth 96h
#2 Cc1cc2cc(CNC(=O)c3ccc(C)c([N+](=O)[O-])c3)ccc2[nH]1
 : -4%, 13%, 8, -23%, -42, -1%
#3 c1ccc2c(c1)c1ccccc1n1c(-c3ccc4c(c3)OCO4)nnc21
 : 2%, 7%, -1, -26%, -35, 7%
#4 CCOC(=O)C1CCN(Cc2ccc(Cl)nc2)CC1
 : 7%, 32%, -2, 0%, 4, -3%
#5 O=C(NC1CCCCC1)c1cc2cc(Br)ccc2o1
 : -7%, 58%[activator], 58*, u, 76*, -25%

Following part.
25. COc1ccc(C(=O)N(Cc2ccco2)Cc2cccs2)c(O)c1
26. COC(=O)COc1cc2ccccc2cc1C(=O)Nc1ccccc1
27. O=C(Nc1cc(S(=O)(=O)N2CCOCC2)ccc1N1CCCC1)c1ccc(F)cc1
28. CC1CCC2(CC1)NC(=O)N(NC(=O)CCl)C2=O (stereo not drawn)
29. N#Cc1c(/N=C/c2ccc(Br)s2)sc2c1CCC2
30. O=C(NCc1ccoc1)c1ccc(NC(=O)c2ccccc2Cl)cc1
31. CC1=C(C(=O)OCC2CCCCC2)C(c2ccc(O)cc2)NC(=O)N1 (stereo not drawn)
32. CCC(C)NC(=O)CSc1nc(-c2cccs2)cc(C(F)(F)F)n1 (stereo not drawn)

screen / no. | 25 | 26 | 27 | 28 | 29 | 30 | 31 | 32
FBPA Giardia inh | 13% | -2% | x | 6% | -6% | 3% | -2% | 2%
Pf growth 48h | 7% | u | -21% | 0% | 316%[activator] | 1% | 5% | x
CHX counter | 3&18 | -3 | x | 1 | 25 | -1 | -3 | 8
Sm TGR block | -1% | x | -20% | 7% | -2% | 35µM* | -8% | 0%
Shiga toxin inh | -20&13 | -12 | x | -3 | 15* | -2 | -6 | 23
Pf growth 96h | x | 28% | u | u | 333%[activator] | u | 53%[activator] | 5.2µM*

33. CCCN(CCC)CCCNC(=O)CNC(=O)c1nn(-c2ccc(OC)cc2)c(=O)c2ccccc12
34. O=C(NC1(C(F)(F)F)N=C2SCCN2C1=O)c1cccnc1 (stereo not drawn)
35. COc1ccc(C(=O)N(CN2CCCC2=O)c2ccccc2OC)cc1OC
36. Cc1cc(C)c(NC(=O)CS(=O)CC(=O)Nc2ccc(N3CCOCC3)cc2)c(C)c1 (stereo not drawn)
37. COc1ccc2[nH]c(C(=O)Nc3ncc(C)cc3Br)cc2c1
38. COc1cccc(CN2CC(C(=O)N(C)CCCC3CCCC3)CCC2=O)c1 (stereo not drawn)
39. Cc1ccnc(NC(=O)/C=C/c2cccs2)c1
40. COc1cc(C(=O)OC(C)C(=O)NC2CCCCC2C)c([N+](=O)[O-])cc1OC (stereo not drawn)

screen / no. | 33 | 34 | 35 | 36 | 37 | 38 | 39 | 40
FBPA Giardia inh | -2% | 4% | 4% | 9% | -7% | -2% | 0% | x
Pf growth 48h | -20% | 7% | 2% | -17% | u | -21% | 45%[activator] | -7%
CHX counter | 4 | -1 | 0 | -2 | 2 | 6 | 50* | x
Sm TGR block | -5% | -4% | 4% | -22% | 8% | -3% | -9% | -2%
Shiga toxin inh | -8 | 13 | -8 | 19 | 21 | 15 | 97* | x
Pf growth 96h | u | u | 0.0041µM* | -16% | -2% | -15% | 121%[activator] | 7%

41. CCOc1ccccc1C(=O)N1CCN(C(c2ccccc2)c2ccccc2)CC1
42. CCn1c(=N)n(CC(=O)OC)c2ccccc21
43. Cc1ccc(/C=N/NC(=O)CSc2nc3ccccc3n2Cc2ccccc2)o1
44. Cc1cccc(NC(=O)COC(=O)c2ccccc2-c2nc3ccccc3s2)c1C
45. COc1ccc2c(c1)CCc1c(C(=O)NCc3ccco3)noc1-2
46. CCCCn1c(N)c(N(CCC(C)C)C(=O)c2cc(-c3ccco3)nc3ccccc23)c(=O)[nH]c1=O
47. COc1ccc2nc(C)cc(SCC(=O)OC(C)C)c2c1
48. CC1CCCCN1C(=O)c1ccc(CS(=O)(=O)Cc2ccccc2)cc1 (stereo not drawn)

screen / no. | 41 | 42 | 43 | 44 | 45 | 46 | 47 | 48
FBPA Giardia inh | 1% | 0% | -5% | 4% | -6% | x | -1% | 12%
Pf growth 48h | u | x | u | 11% | 95%[activator] | u | 3% | -24%
CHX counter | -1 | 1 | -2 | 1 | 34* | -1 | 9 | -3
Sm TGR block | -2% | 12%[11.4 µM] | -12% | -6% | -26% | -14% | 2%[57.1 µM] | 16%
Shiga toxin inh | -15 | 3 | -7 | -12 | 67* | -3 | 16 | 10
Pf growth 96h | u | 59%[activator] | u | -8% | u | -18% | 101%[activator] | u

49. CN(C)CCCNC(=O)/C(=C\C=C\c1ccccc1)NC(=O)c1ccc([N+](=O)[O-])cc1
50. CN(C)c1ccc(C(=O)OCC(=O)NCCC2=CCCCC2)cc1
51. Cc1ccccc1Oc1ccc(-c2nc(N)nc(N)n2)cc1
52. COc1ccc(OC)c(NC(=O)c2ccc(CN3CCOCC3)cc2)c1
53. COc1ccc(NC(=O)C2CCN(C(=O)[C@@H]3Cc4ccccc4CN3C(=O)OC(C)(C)C)CC2)cc1
54. CC(=O)CSc1ccc(-c2nc3cc(C)c(C)cc3[nH]2)cn1
55. COc1ccc(N2CCN(S(=O)(=O)c3cc(C)ccc3OC)CC2)cc1
56. COc1ccccc1C(=O)NCC(=O)N1CCN(c2ncccn2)CC1

screen / no. | 49 | 50 | 51 | 52 | 53 | 54 | 55 | 56
FBPA Giardia inh | -2% | 0% | 2% | 0% | 5% | -3% | 0% | x
Pf growth 48h | u | -12% | 10% | 26% | u | -3% | -12% | 24%
CHX counter | 2 | 1 | 6 | 9 | -3 | -2 | -1 | x
Sm TGR block | -14% | 3% | 11% | 4% | -12% | -12% | 3% | -11%
Shiga toxin inh | -6 | 10 | -17 | 6 | 21 | 2 | -18 | x
Pf growth 96h | u | 4% | -17% | 84%[activator] | u | 34%[activator] | -3% | 25%

57. Cc1ccc(NC(=O)C2CCCN2C(=O)c2cccs2)cc1C (stereo not drawn)
58. COc1ccc(Cc2nnc(NC(=O)Cc3cccs3)s2)cc1OC
59. N/C(=N\S(=O)(=O)c1ccccc1)c1ccc([N+](=O)[O-])cc1
60. CC(=O)NCCn1c(SCC#N)nc2ccccc2c1=O
61. CCn1ncc(CN2CCC(Oc3ccc(C(=O)N4CCCC4)cc3)CC2)c1C
62. Cc1ccc(SCC(=O)Nc2ccc(N3CCOCC3)cc2)c(C)c1
63. Cc1cccc(OCc2nc(-c3ccc(-n4cccc4)cc3)no2)c1
64. O=C1NC(=S)N(Cc2ccco2)C(=O)/C1=C\c1cccs1

screen / no. | 57 | 58 | 59 | 60 | 61 | 62 | 63 | 64
FBPA Giardia inh | x | -6% | 3% | 4% | x | 7% | 10% | 16µM*
Pf growth 48h | 6% | 71%[activator] | 13% | 1% | -19% | -5% | x | -23%
CHX counter | x | 11 | -5 | 1 | -2 | -1 | -2 | 8
Sm TGR block | 0% | -3% | 13µM* | 12% | 2% | -9% | -1% | 3.5µM*
Shiga toxin inh | x | 4 | -7 | -15 | -1 | 10 | 13 | -13
Pf growth 96h | 29% | -6% | 12% | 39%[activator] | 19% | u | 11% | 10%

Pulled by compound from above (3):
62. Cc1ccc(SCC(=O)Nc2ccc(N3CCOCC3)cc2)c(C)c1
58. COc1ccc(Cc2nnc(NC(=O)Cc3cccs3)s2)cc1OC
61. CCn1ncc(CN2CCC(Oc3ccc(C(=O)N4CCCC4)cc3)CC2)c1C

screen / no. | 62 | 58 | 61
FBPA Giardia inh | 7% | -6% | x
Pf growth 48h | -5% | 71%[activator] | -19%
CHX counter | -1 | 11 | -2
Sm TGR block | -9% | -3% | 2%
Shiga toxin inh | 10 | 4 | -1
Pf growth 96h | u | -6% | 19%
